Arrestin-AP2 inh = inhibitors of human beta-arrestin and AP2 interaction. FITC-arrestin peptide / GST-AP2 beads, flow cytometry; AP2 beta2 appendage carries R879A mutation. inhibition, % at 10 µM. actives 0.31% (n = 340,000);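 active = inhibition above a set limit, near 3 SD of compounds lacking own fluorescence, cut at about 54% in these data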;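 note: plate controls were DMSO wells for no effect and 5 µM unlabelled arrestin peptide for full effect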
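system = GST-tagged AP2 beta2-adaptin appendage (R879A) on 4 µm glutathione beads | reagent = FITC-labelled arrestin peptide probe, 50 nM final | schedule = compound with beads 12 min RT, then probe 1 h RT | signal = HyperCyt-sampled flow cytometry, FL1 channel, ex 488/em 535 nm | read-out = percent response from loss of bead-bound FITC fluorescence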
NSD2 inh = blocks human histone methyltransferase NSD2 | NSD2 peptide methylation, AlphaScreen, 120 min | O96028 | actives 0.54% (n = 310,000) | inhibition, % at 12.5 µM; in the data active = inhibition above about 50%
Target sequence (O96028 whole entry, looked up): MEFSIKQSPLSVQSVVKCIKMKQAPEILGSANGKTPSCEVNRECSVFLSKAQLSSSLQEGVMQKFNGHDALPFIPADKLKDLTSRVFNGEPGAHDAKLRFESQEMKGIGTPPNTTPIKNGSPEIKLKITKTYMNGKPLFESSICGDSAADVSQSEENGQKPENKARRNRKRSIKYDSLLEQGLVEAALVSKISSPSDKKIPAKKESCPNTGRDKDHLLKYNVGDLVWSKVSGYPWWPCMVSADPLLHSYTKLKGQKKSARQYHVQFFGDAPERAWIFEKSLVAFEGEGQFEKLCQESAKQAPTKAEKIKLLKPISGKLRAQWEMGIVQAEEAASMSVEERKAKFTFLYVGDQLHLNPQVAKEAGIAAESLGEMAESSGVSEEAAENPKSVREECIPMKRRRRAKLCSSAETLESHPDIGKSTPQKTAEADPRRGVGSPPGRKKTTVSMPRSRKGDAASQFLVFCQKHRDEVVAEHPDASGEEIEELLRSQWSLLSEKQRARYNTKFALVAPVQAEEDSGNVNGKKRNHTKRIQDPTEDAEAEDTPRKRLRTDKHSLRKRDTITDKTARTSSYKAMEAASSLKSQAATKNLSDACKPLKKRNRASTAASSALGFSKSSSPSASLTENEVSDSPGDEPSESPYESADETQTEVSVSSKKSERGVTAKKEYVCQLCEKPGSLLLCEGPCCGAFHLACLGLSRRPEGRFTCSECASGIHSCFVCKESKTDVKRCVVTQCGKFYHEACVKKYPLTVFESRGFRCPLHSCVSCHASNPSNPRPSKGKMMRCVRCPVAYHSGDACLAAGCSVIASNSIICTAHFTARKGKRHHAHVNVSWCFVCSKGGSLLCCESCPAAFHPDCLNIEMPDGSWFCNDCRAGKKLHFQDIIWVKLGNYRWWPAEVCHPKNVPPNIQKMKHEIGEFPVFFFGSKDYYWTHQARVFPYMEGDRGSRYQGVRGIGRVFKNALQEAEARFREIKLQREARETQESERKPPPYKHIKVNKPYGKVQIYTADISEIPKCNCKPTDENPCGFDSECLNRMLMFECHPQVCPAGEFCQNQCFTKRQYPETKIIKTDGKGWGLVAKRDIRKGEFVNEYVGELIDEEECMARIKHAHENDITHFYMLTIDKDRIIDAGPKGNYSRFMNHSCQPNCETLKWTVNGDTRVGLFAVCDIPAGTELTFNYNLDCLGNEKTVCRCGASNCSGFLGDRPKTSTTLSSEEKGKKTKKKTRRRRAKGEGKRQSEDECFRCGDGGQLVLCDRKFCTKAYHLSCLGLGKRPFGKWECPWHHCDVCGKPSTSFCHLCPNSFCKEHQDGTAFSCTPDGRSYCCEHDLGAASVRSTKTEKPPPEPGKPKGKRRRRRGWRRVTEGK
C-LANA FP = KSHV C-LANA DNA binding inhibition; MBP-C-LANA/FAM-LBS DNA binding, fluorescence polarization; inhibition, % at 9 µM; actives 0.078% (n = 340,000); AID 504423;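 active = highest replicate inhibition at or above 60% at 9 µM, even if other replicates fall short; inactive = all replicates below 60% inhibition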;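 note: 0% = neutral control wells and 100% = 4 µM acridine orange control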
DAGLB inhibitor = diacylglycerol lipase beta (human) inhibition; Q8NCG7; actives 0.059% (n = 340,000); inhibition, % at 5.17 µM; HEK293T DAGLB membrane lysate, EnzChek fluorogenic substrate; in the data active = inhibition above about 34%;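 note: 0% = enzyme with vehicle and 100% = wells lacking enzyme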
PvdQ inh = P. aeruginosa PvdQ acylase inhibition. purified PvdQ acylase, fluorescence plate reader. inhibition, % at 10 µM. actives 0.063% (n = 340,000); in the data active = inhibition above about 30%, passing the limit was not always enough; inconclusive = no clear call, values can overlap the other calls;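 note: 0% = vehicle neutral wells and 100% = reference inhibitor wells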
Keap1-Nrf2 PPI = Keap1-Nrf2 (human) interaction inhibition; Q14145; Keap1 Kelch-Nrf2 peptide fluorescence polarization, 1536-well; inhibition, % at 9.4 µM; actives 0.15% (n = 340,000); in the data active = inhibition above about 12%; inconclusive = no clear call, values can overlap the other calls; inactive = below about 7.3%;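 note: human Keap1 Kelch domain with fluorescein labeled Nrf2 9mer peptide probe; 0% = neutral control wells and 100% = peptide positive control; higher means more block of Keap1 binding to Nrf2 peptide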
SR-BI DiI inh = blocks mouse SR-BI lipid uptake from DiI-HDL | Q61009 | ldlA[mSR-BI] CHO cells, DiI-HDL uptake fluorescence, 3 h | inhibition, % at 12.5 µM | actives 0.96% (n = 320,000);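 active = mean replicate inhibition of at least 70% and a set share of replicates each scoring 70 or more; inconclusive = meets just one of the two criteria; inactive = fails both criteria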;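 note: 0% = median of neutral control wells and 100% = median of positive control wells; values of inactives mirror those of a sister screen read the other way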
Cardiac RTF inh = cardiac RTF calcium desensitization; P19429+P45379; IANBD-labeled cardiac RTF, Ca2+ fluorescence; inhibition, % at 7.15 µM; actives 0.12% (n = 340,000); AID 493244;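 active = inhibition above the mean inhibition of all tested compounds plus 3 SD, cut at about 17% in these data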;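 note: assay run at fixed EC70 calcium of 1.6 mM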
PKA-R2B act = PKA-R2B complex activation | activation, % at 11.4 µM | PKA-R2B holoenzyme dissociation, Cy5-IP20 fluorescence polarization; R2B truncated from residue 108, S112A mutant; 0% DMSO only, 100% 113 µM cGMP | actives 0.079% (n = 340,000) | P22694+P31323;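 active = activation above a cutoff set at the mean over all compounds plus 3 SD, cut at about 18% in these data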;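 note: higher means more holoenzyme dissociation and a rise in polarization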
SR-BI uptake up = activators of SR-BI mediated HDL lipid uptake | CHO ldlA[mSR-BI] cells, DiI-HDL uptake fluorescence, 3 h; 100 = double the neutral-control signal | activation, % at 12.5 µM | actives 0.096% (n = 320,000);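 active = mean replicate activation of at least 60% and every replicate at or above 60%; inconclusive = mean or all-replicate condition met, but not both; inactive = mean below 60% and not all replicates reaching 60%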;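 note: 0% = median plate neutral-control signal and 100% = twice that signal; values of inactives mirror those of a sister screen read the other way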
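System: LDL receptor-deficient CHO ldlA cells overexpressing murine SR-BI | Timing: 3 h uptake period with compound, 37 °C | Medium: HEPES-buffered (25 mM, pH 7.4) F12 plus 0.5% BSA | Dosing: Single-point compound dose | Signal: Bottom-read fluorescence, 550/595 nm | Read-out: Retained DiI signal reflecting DiI-HDL uptake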
Starred values were filed as active, the others as inactive; ? = inconclusive; · = no result given.

Preview (5 entries):
SMILES	Arrestin-AP2 inh	NSD2 inh	C-LANA FP	DAGLB inhibitor	PvdQ inh	Keap1-Nrf2 PPI	SR-BI DiI inh	Cardiac RTF inh	PKA-R2B act	SR-BI uptake up
O=C(Cc1ccccc1)N1CCN(c2ccc([N+](=O)[O-])cc2)CC1	-10	3	-0.1	-3	-13	-2	10	-9	-2	-10
CCOC(=O)NC(=O)/C(N=Nc1cc(C)cc(C)c1)=C(\C)O	33	-2	-1.2	-6	11	-2	10	-5	-1	-10
CC(C)(C)c1ccc(S(=O)(=O)N2CCN(Cc3cc4c(cc3O)OCO4)CC2)cc1	-14	1	1.6	-10	-9	1	-39	-9	-1	39
O=C1N=C(N2CCCCC2)S/C1=C\c1cn[nH]c1-c1ccccc1	2	0	0.1	2	-17	-5	-19	-1	-6	19
COc1cccc(NC(=O)CN(C)C(=O)c2ccc(NC(=O)CC3SC(N4CCCC4)=NC3=O)cc2)c1 (centres undefined)	4	0	1.7	-3	-10	-4	23	-5	-3	-23

The list itself, from the start:
SMILES	Arrestin-AP2 inh	NSD2 inh	C-LANA FP	DAGLB inhibitor	PvdQ inh	Keap1-Nrf2 PPI	SR-BI DiI inh	Cardiac RTF inh	PKA-R2B act	SR-BI uptake up
O=C(Cc1ccccc1)N1CCN(c2ccc([N+](=O)[O-])cc2)CC1	-10	3	-0.1	-3	-13	-2	10	-9	-2	-10
CCOC(=O)NC(=O)/C(N=Nc1cc(C)cc(C)c1)=C(\C)O	33	-2	-1.2	-6	11	-2	10	-5	-1	-10
CC(C)(C)c1ccc(S(=O)(=O)N2CCN(Cc3cc4c(cc3O)OCO4)CC2)cc1	-14	1	1.6	-10	-9	1	-39	-9	-1	39
O=C1N=C(N2CCCCC2)S/C1=C\c1cn[nH]c1-c1ccccc1	2	0	0.1	2	-17	-5	-19	-1	-6	19
COc1cccc(NC(=O)CN(C)C(=O)c2ccc(NC(=O)CC3SC(N4CCCC4)=NC3=O)cc2)c1 (centres undefined)	4	0	1.7	-3	-10	-4	23	-5	-3	-23
Clc1cccc(N2CCN(Cc3nnc(-c4ccccc4)o3)CC2)c1	11	·	-1.1	-5	3	0	0	-5	0	0
CN(C)c1ccc(C(=O)C(O)c2ccccc2)cc1 (centres undefined)	3	-1	0.0	4	2	-2	-24	2	-4	24
O=S1(=O)C=C(N2CCCCC2)c2ccccc21	-6	4	-1.1	-1	-11	-3	3	2	-1	-3
CCOC(=O)CNC(=S)N(CCCN1CCCCCC1)Cc1cccs1	1	11	0.1	1	-2	-1	15	5	6	-15
NS(=O)(=O)c1ccc(CCNC(=O)CSc2ncnc3ccccc23)cc1	25	0	-0.4	0	-3	-1	-17	-10	2	17
CCSc1nnc(NC(=O)C(C)(C(F)(F)F)C(F)(F)F)s1	15	-3	-0.4	4	2	6	-27	1	-1	27
FC(F)(F)Oc1ccc(Nc2nc(N3CCOCC3)nc(N3CCOCC3)n2)cc1	19	-5	-0.7	-3	3	3	13	-1	-14	-13
Cc1onc(-c2ccccc2Cl)c1C(=O)N1CCCCC1	15	0	-1.0	1	0	1	·	4	-6	·
C=CCNC(=S)N1CCN(C2CCCCC2)CC1	10	0	-0.4	4	-13	-4	·	-1	-9	·
CC(C)c1cc(N=NC(N)=O)cc(C(C)C)c1O	-5	8	0.7	2	-9	5	10	-2	10	-10
O=C(CCCN1C(=O)c2ccccc2C1=O)NCc1ccc(F)cc1	-4	1	-1.1	-3	-12	4	0	-4	-2	0
COc1cc(/C=C/CN2CCC(Oc3ccc(C(=O)N4CCCC4)cc3)CC2)ccc1O	30	8	0.5	-1	-1	-1	24	-4	-19	-24
O=C(C[C@H]1C/C=C\CC[C@H](Cc2ccc(F)cc2)C(=O)OC[C@H]2CCCN2C1=O)NCCO	2	·	2.9	-2	10	-3	-15	-5	6	15
COc1ccc(S(=O)(=O)Nc2ccccc2C(=O)N2CCOCC2)cc1C	6	6	-1.8	3	-9	-3	·	6	-6	·
CC(C)(C)C1CCC(C(=O)NCCc2ccc(S(N)(=O)=O)cc2)CC1 (centres undefined)	-9	-4	1.0	-2	1	2	·	-26	9	·

One compound at a time, from the list above. Order of screens: Arrestin-AP2 inh | NSD2 inh | C-LANA FP | DAGLB inhibitor | PvdQ inh | Keap1-Nrf2 PPI | SR-BI DiI inh | Cardiac RTF inh | PKA-R2B act | SR-BI uptake up
Record of Clc1cccc(N2CCN(Cc3nnc(-c4ccccc4)o3)CC2)c1 : 11 | · | -1.1 | -5 | 3 | 0 | 0 | -5 | 0 | 0
Record of CC(C)(C)c1ccc(S(=O)(=O)N2CCN(Cc3cc4c(cc3O)OCO4)CC2)cc1 : -14 | 1 | 1.6 | -10 | -9 | 1 | -39 | -9 | -1 | 39
Record of FC(F)(F)Oc1ccc(Nc2nc(N3CCOCC3)nc(N3CCOCC3)n2)cc1 : 19 | -5 | -0.7 | -3 | 3 | 3 | 13 | -1 | -14 | -13

Other entries follow.
SMILES	Arrestin-AP2 inh	NSD2 inh	C-LANA FP	DAGLB inhibitor	PvdQ inh	Keap1-Nrf2 PPI	SR-BI DiI inh	Cardiac RTF inh	PKA-R2B act	SR-BI uptake up
Cc1ccc(C=C2C(=O)c3ccccc3C2=O)o1	0	35	2.6	-1	-2	2	-12	-2	2	12
Cc1nn(Cc2cccc(F)c2)c(C)c1NC(=O)c1ccc(COc2ccccc2Cl)cc1	23	0	-1.3	0	3	-6	55	-1	-6	-55
COc1ccc(S(=O)(=O)Nc2cc(C)on2)cc1	-10	1	0.8	-2	-14	2	-30	-2	13	30
O=c1cc(-c2ccccc2)oc2ccc(Cl)cc12	42	0	-0.1	-5	-3	5	-31	-7	7	31
O=C(Nc1nnc(-c2cc(Cl)ccc2Cl)o1)c1ccco1	-4	-2	0.8	4	-3	-1	-15	10	1	15
CCOc1cc(/C=C2\N=C(C)OC2=O)cc(Br)c1OCC(=O)OC	8	·	-0.9	5	0	0	-11	4	-1	11
Cc1ccc(SCC(=O)N2CCN(S(=O)(=O)c3cccs3)CC2)cc1	6	·	-0.1	1	-12	-5	9	-18	0	-9
COc1ccc(C(=O)COC(=O)CCc2nc3ccccc3[nH]c2=O)cc1Br	19	-3	0.4	-5	-14	-3	20	-10	5	-20
CC(=O)c1cccc(NC(=O)NNC(=O)c2ccc(Cl)cc2Cl)c1	8	4	-0.4	0	-14	-4	-4	5	2	4
COc1cc(NC(=S)Nc2ccccn2)c(OC)cc1Cl	-8	-2	0.3	-1	-12	-4	12	-11	-2	-12
CCN(CC(=O)NCc1cccs1)C(=O)c1ccc(NS(=O)(=O)c2ccc(F)cc2)cc1	-5	-1	0.0	-1	-10	-4	2	-1	-6	-2
Cc1ccccc1/C=N\NC(=O)c1csnn1	-1	0	0.2	1	-16	3	18	-10	-7	-18
CCN1CCN(Cc2ccc(NC(=O)c3ccc(C)c(NC(=O)c4csc(-c5ccncc5)n4)c3)cc2C(F)(F)F)CC1	3	·	-1.2	0	-11	-6	56	2	0	-56
COc1cccc(OCCCN2CCCCCC2)c1	9	28	-0.5	1	0	3	-33	-1	-4	33
O=C(Nc1ccccn1)c1ccc2ccccc2n1	0	6	-2.1	-5	-9	-6	·	-21	-4	·
COCCOC(=O)c1c(C)oc2ccc(OC(=O)c3ccc4c(c3)OCO4)cc12	5	-8	-0.5	-27	-17	-3	-19	-3	-9	19
COc1ccc(CC(=O)NCc2csc(-c3cccs3)n2)cc1OC	32	0	0.2	3	-7	-2	-10	-5	1	10
C=CCON/C(CCC)=C1\C(=O)CC(C)(C)CC1=NC	11	0	0.4	1	-12	-2	-81	-1	9	?
COc1cc2nc(CN3CCN(C(C)=O)CC3)[nH]c(=O)c2cc1OC	9	8	0.5	-1	-13	-6	-17	-7	9	17
CC1CCCN(C(=O)CSCC(=O)N=c2sc3ccccc3n2C)C1 (centres undefined)	-1	-1	-0.5	1	-13	0	·	-7	1	·

Structures above with an aryl thioether with sulfur outside any ring:
SMILES	Arrestin-AP2 inh	NSD2 inh	C-LANA FP	DAGLB inhibitor	PvdQ inh	Keap1-Nrf2 PPI	SR-BI DiI inh	Cardiac RTF inh	PKA-R2B act	SR-BI uptake up
NS(=O)(=O)c1ccc(CCNC(=O)CSc2ncnc3ccccc23)cc1	25	0	-0.4	0	-3	-1	-17	-10	2	17
CCSc1nnc(NC(=O)C(C)(C(F)(F)F)C(F)(F)F)s1	15	-3	-0.4	4	2	6	-27	1	-1	27
Cc1ccc(SCC(=O)N2CCN(S(=O)(=O)c3cccs3)CC2)cc1	6	·	-0.1	1	-12	-5	9	-18	0	-9

Next part
SMILES	Arrestin-AP2 inh	NSD2 inh	C-LANA FP	DAGLB inhibitor	PvdQ inh	Keap1-Nrf2 PPI	SR-BI DiI inh	Cardiac RTF inh	PKA-R2B act	SR-BI uptake up
O=Cc1cn(-c2ccccc2)nc1-c1cc2ccccc2oc1=O	2	-2	0.3	0	-1	2	-26	8	3	26
O=C1O[C@H](CO)[C@@H](O)[C@H](O)[C@H]1O	6	·	3.2	1	-3	1	2	15	-13	-2
O=C(Nc1cccc(O)c1)C(Cc1ccccc1)N1C(=O)c2cccc3cccc(c23)C1=O (centres undefined)	-2	1	-0.1	2	6	-6	40	2	7	-40
CCOC(=O)N/N=C/c1cn(Cc2ccccc2Cl)c2ccccc12	-9	4	-1.5	1	-10	2	65	-3	-11	-65
COCCCOc1cc(NCc2ccccc2)c2ncn(C(C)C)c2c1	9	·	-0.9	2	-1	3	19	7	-11	-19
O=C(Nc1nnc(COc2ccc(Cl)cc2)s1)c1ccc([N+](=O)[O-])cc1	5	-4	0.1	2	-10	3	4	-6	-11	-4
CCOC(=O)N1CCC2(CC1)C(C#N)=C(N)Oc1c2sc2nc(C)cc(C)c12	9	-1	0.3	-1	-10	-5	24	-12	6	-24
CSc1nnc([C@@H]2CCCN2C(=O)OC(C)(C)C)o1	26	-2	0.1	-2	10	-2	20	-3	2	-20
CCn1c(C)nc2cc(C(=O)NN=C(C)c3ccc(C#N)cc3)ccc21	8	2	-0.2	-3	3	-3	18	-9	-3	-18
CC(=O)N1CCCc2cc(S(=O)(=O)N3CCCC(C(=O)NCc4ccc(C)cc4)C3)ccc21 (centres undefined)	8	-5	-1.1	1	-20	-4	-18	-3	2	18
COC(=O)c1cc(C(=O)Nc2ccc(S(=O)(=O)NC(C)(C)C)cc2)cc([N+](=O)[O-])c1	27	-1	0.3	2	-4	-5	22	-2	-4	-22
